# Mm-Cpn inhibitor: inhibitors of Methanococcus maripaludis chaperonin (MmCpn); purified Mm-Cpn ATPase, ADP Transcreener TR-FRET; Potency, µM (titrated, usually from 76.9 µM), for inactives: top-dose activity, negative = inhibition, actives largely listed as inhibitors; 330,000 compounds, 0.031% hits; AID 504842; also: potency is read from the fitted curve at half-maximal effect; % is scaled to controls: 0 for no effect and ±100 for the full control effect; nearly all actives have a fitted effect of over 80% in size
#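 TR-FRET (320 nm excitation; 590 and 665 nm emission) reports ADP made from 10 uM ATP by 25 nM enzyme; compounds were preincubated 10 min, reaction run 30 min, both at 37°C.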
# A549 tox: counter-screen for Nrf2 inhibitors: cytotoxicity in A549 cells. A549 ARE-Fluc cells, CellTiter-Fluor viability, 18-24 h. Potency, µM (top dose mostly 46 µM), inactives show at the highest dose activity change, negative = cytotoxicity, actives largely listed as inhibitors. 390,000 compounds, 0.16% hits. AID 504648; also: potency is read from the fitted curve at half-maximal effect; % is scaled to controls: 0 for no effect and ±100 for the full control effect
#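 A549 ARE-Fluc cells in 5% FBS OPTI-MEM, 5000 cells/well, rested 2 h then exposed to compounds in concentration-response for 18-24 h at 37 °C. Viability by CellTiter-Fluor fluorescence (Ex 405/Em 525) after 30 min; luciferase luminescence (BugLite, 15 min, RT) read afterwards.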
# S2 tox: reduces viability in counter-screen for ATXN expression inhibitors. 400,000 compounds, 0.49% hits. Potency, µM (top dose mostly 56.7 µM), hits mostly cytotoxic. AID 651635. S2 cells (HEK-293 line with an ATXN2-luciferase reporter) viability, CellTiter-Fluor protease fluorescence, 24 h; also: potency is read from the fitted curve at half-maximal effect; nearly all actives have a fitted effect of over 40% in size
# Nrf2 activator: activators of Nrf2 (ARE) signaling | AREc32 ARE-luciferase reporter (MCF7-derived line), luminescence, 24 h | Potency, µM (top dose mostly 46.1 µM), for inactives: at the top dose activation, usual class: activators | 410,000 compounds, 0.31% hits; also: potency is read from the fitted curve at half-maximal effect; % of control where 0% means no effect; nearly all actives have a fitted effect of over 65% in size
#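 Each well held 1000 AREc32 cells, which were incubated with compound for 24 hr at 37 deg C after overnight attachment, and ARE reporter activity was quantified by firefly luciferase luminescence.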
# HepG2 viability: counter-screen for TGF-b inhibitors: cytotoxicity in HepG2 cells; HepG2 CAGA-GFP viability, ATP luminescence, 18 h; Potency, µM (highest dose often 46.1 µM), inactives show at the highest dose activity change, negative = cytotoxicity, actives largely listed as cytotoxic; 410,000 compounds, 0.76% hits; also: potency is read from the fitted curve at half-maximal effect; some results filed as inactive show a strong effect at the top dose
#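 HepG2 CAGA-GFP cells (1000/well, DMEM with 1% FBS) received compound, then TGF-beta at 500 pg/mL final, and were incubated 18 hours at 37 degrees C. Viability was read by CellTiter-Glo luminescence. Media-only wells were set as complete cell-killing and DMSO as no toxicity.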
# Akt phos inh: Akt phosphorylation inhibition | 360,000 compounds, 0.32% hits | Neuro2A IGF-stimulated pAkt S473 HTRF, 20 min; stronger effect = lower value | AID 651550 | activity change, % for hits at 50 µM; in the data active = activity change below about -80%; inconclusive = mostly about -51% to -80%; also: % is scaled to controls: 0 for no effect and ±100 for the full control effect
#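 Neuro2A cells (4,500/well, DMEM with 0.5% FBS) were treated with compound at a single 50 µM final concentration, stimulated with 6 nM IGF for 20 min at 37 °C, and lysed. Phospho-Akt Ser473 was read by HTRF as 665/615 ratio ×10^4.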
# TGFb inhibitor: inhibitors of TGF-b signaling. Potency, µM (series often up to 46.1 µM), for the others: at the top dose activity, negative = inhibition, hits mostly inhibitors. HepG2 CAGA-GFP TGF-b/SMAD3 reporter, GFP fluorescence, 18 h; TGF-beta stimulated, 500 pg/mL final. 410,000 compounds, 1.2% hits; also: potency is read from the fitted curve at half-maximal effect; % is scaled to controls: 0 for no effect and ±100 for the full control effect; nearly all actives have a fitted effect of over 65% in size
#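 First, reporter cells (HEPG2 CAGA-GFP) rested 2 h at 37 degrees C. Next, compounds were pinned in and TGF-beta added to 500 pg/mL final. After 18 h, GFP was imaged per cell and summed per well.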
# CCT chaperon mod: modulators of cytosolic chaperonin (CCT/TRiC) activity; purified chaperonin ATPase assay, HTRF ADP detection, 30 min; activity change, % (concentration not given with the values), hits read low; 360,000 compounds, 0.3% hits; in the data active = activity change below about -30%; also: % is scaled to controls: 0 for no effect and ±100 for the full control effect
#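 We incubate TRiC, 40 or 20 nM final, with library compounds at 76 uM and 10 uM ATP for 30 min at 37 °C. ADP formed is detected with Transcreener HTRF reagents after 30 min at room temperature.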
# Nrf2 block: Nrf2 pathway inhibition; A549 ARE-Fluc reporter, luciferase luminescence, 18-24 h; Potency, µM (titrated, usually from 46 µM), inactives show top-dose activity change, negative = inhibition, usual class: inhibitors; 360,000 compounds, 2.1% hits; AID 504444; also: potency is read from the fitted curve at half-maximal effect; % is scaled to controls: 0 for no effect and ±100 for the full control effect; nearly all actives have a fitted effect of over 60% in size
#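 Nrf2 function is reported as luminescence of an ARE-controlled luciferase in A549 cells. Compounds were tested at several concentrations, and a CellTiter-Fluor read on the same wells flagged cytotoxicity.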
# Numbers without * were called inactive; i = inactive; ? = inconclusive; . = no result given; & = joins results of further samples; [ ] = dose if it differs, or a comment. Unless noted, calls follow the shape of the dose curve; as a rule, active = well fitted curve in the direction sought with a large enough effect; inconclusive = small, poorly fitted or top-dose-only effect, or another doubt; inactive = no such curve, though single readings can be large; an effect the other way counts as inactive or inconclusive.
1: O=C(NC1CCCCC1)C(c1cccs1)N(Cc1cccs1)C(=O)c1cccs1 (stereo not drawn)
2: CCOC(=O)C(CC)n1cnc2c(nnn2-c2ccc(OC)cc2)c1=O (stereo not drawn)
3: Cc1ccc(C(=O)n2nc(C)c(S(=O)(=O)N3CCCCCC3)c2C)cc1C
4: COC(=O)c1ccc(NC(=O)Cn2c(=O)nc(-c3ccccc3)c3ccccc32)cc1
5: Fc1ccc(-c2cc(-c3nc(-c4ccccc4)no3)[nH]n2)cc1
6: O=C1[C@H]2CCC=C[C@H]2[C@H](c2ccccc2Br)N1Cc1ccccc1
7: CC(C(=O)N1CCc2ccccc21)N1CCN(c2cccc(C(F)(F)F)c2)CC1 (stereo not drawn)
8: COc1cc(Br)c(S(=O)(=O)Nc2c(C)n(C)n(-c3ccccc3)c2=O)cc1OC

Screen / compound no.	1	2	3	4	5	6	7	8
Mm-Cpn inhibitor	0%	1%	.	.	.	0%	0%	0%
A549 tox	-21%	16%	-1%	-2%	-2%	8%	-13%	16%
S2 tox	i	i	i	.	.	?	i	i
Nrf2 activator	0.5%	-0.1%	0.2%	0.4%	5.6%	5.7%	0.5%	-0.9%
HepG2 viability	-2%	-4%	1%	-2%	2%	-25%	-39%	4%
Akt phos inh	i	i	.	.	.	i	i	i
TGFb inhibitor	-13%	-19%	-1%	-16%	4%	?	7.1µM*	7%
CCT chaperon mod	0.6	-0.2	.	.	.	-1.1	0.1	-1.3
Nrf2 block	?	-2%	.	.	?	-28%	?	6%

9: O=C(c1ccc2ccccc2c1)N1CCN(c2ccc(O)cc2)CC1
10: Cc1ccc(NC(=O)C(=O)Nc2ccccn2)cc1
11: N#Cc1c(NC(=O)COC(=O)c2ccc(S(=O)(=O)N3CCCC3)cc2)sc2c1CCCCC2
12: Cc1ccc(-c2nc(SCC(=O)NCC3CCCO3)c(-c3ccc(C)cc3)[nH]2)cc1 (stereo not drawn)
13: CSc1ncccc1C(=O)OCC(=O)NCc1ccc2c(c1)OCO2
14: Cc1noc(C)c1S(=O)(=O)NC(=O)C1(C)CCN1C(=O)Cc1ccc(-c2ccccc2)cc1 (stereo not drawn)
15: CNCc1c(OCc2ccc(F)cc2)ccc2ccccc12
16: CCOC(=O)Cc1nnc(NC(=O)c2ccco2)s1

Screen / compound no.	9	10	11	12	13	14	15	16
Mm-Cpn inhibitor	0%	0%	?	0%	-2%	.	3%	0%
A549 tox	4%	-2%	2%	-3%&2%	?	.	6%	-5%
S2 tox	i	i	i	i	i	i	i	i
Nrf2 activator	-0.9%	-1.8%	0.2%	0.1%&-0.4%	-0.8%	0.4%	4.2%	15%
HepG2 viability	-61%	-46%	0%	-10%&-50%	2%	-15%	-36%	0%
Akt phos inh	i	i	i	i	i	i	i	-122%*
TGFb inhibitor	-25%	4%	8%	?	2%	30%	-4%	10%
CCT chaperon mod	-1.4	-1.5	1.5	-4.1	0.8	3.4	0.4	-3.8
Nrf2 block	?	?	-1%	12%&-2%	-7%	.	3%	?

17: CCCS(=O)(=O)NC(=O)C1(C)CCCN(C(=O)c2ccc3ccccc3c2)C1 (stereo not drawn)
18: Cc1ccc(C(=O)NC(=S)Nn2cnnc2)cc1
19: O=C(c1nn2c(C(F)(F)F)cc(-c3cccs3)nc2c1Cl)N1CCCc2ccccc21
20: CCOC(=O)C1=C(C)OC(N)=C(C#N)C1c1ccc(OC)c(C)c1OC (stereo not drawn)
21: CC(C)(C)NC(=S)Nc1cccc(C(F)(F)F)c1
22: CCCCNC(=S)Nc1ccc(Oc2ccccc2)cc1
23: Cc1ccc(C(C(=O)NCc2ccco2)N(C(=O)CNC(=O)c2cccs2)c2ccc(C)cc2C)cc1 (stereo not drawn)
24: COc1cccc(N2CCN(C(=O)CCc3nnc4ccc(N5CCOCC5)nn34)CC2)c1

Screen / compound no.	17	18	19	20	21	22	23	24
Mm-Cpn inhibitor	.	2%	2%	1%	0%	-2%	0%	-2%
A549 tox	.	-15%	-2%	.	-1%	14%	-4%	11%
S2 tox	i	i	i	i	i	i	i	i
Nrf2 activator	-0.7%	-0.6%	5.1%	0.1%	3.4%	2.4%	-0.7%	0.5%
HepG2 viability	-3%	-18%	-17%	-27%	-23%	-37%	-6%	1%
Akt phos inh	i	i	i	i	i	i	i	i
TGFb inhibitor	8%	-3%	13%	-10%	?	?	0%	0%
CCT chaperon mod	-0.6	-1.8	-1.8	-2.2	2.3	-0.5	-1.1	1.5
Nrf2 block	.	19%	9%	6%	?	-19%	?	25%

25: CN(CC(=O)Nc1ccc(F)cc1)C(=O)COC(=O)c1cc(Br)c(Br)s1
26: CCOC(=O)C1CCCN(C(=O)c2cc(-c3ccccc3)cs2)CC1 (stereo not drawn)
27: Cc1cc(Cl)ccc1OCC(=O)N(Cc1ccco1)C1CCS(=O)(=O)C1 (stereo not drawn)
28: COc1ccc(CCNC(=S)Nc2cccc(C)c2C)cc1
29: CN(C)CCCN1C(=O)CSC1c1ccccc1 (stereo not drawn)
30: CCOC(=O)[C@H]1[C@H]2COc3ccc(Cl)cc3[C@@H]2N2C(=O)[C@@H](C)NC(=O)[C@@]12C
31: Cc1c(CC(=O)N[C@@H](C)C(=O)O)c(=O)oc2c(C)c3occ(-c4ccccc4)c3cc12
32: Cc1ccc2c(c1)N(CC(=O)Nc1ccccc1C(F)(F)F)C(=O)c1cccnc1O2

Screen / compound no.	25	26	27	28	29	30	31	32
Mm-Cpn inhibitor	.	.	2%	0%	-1%	0%	-1%	.
A549 tox	0%	.	-15%	7%	-3%	-6%	2%	13%
S2 tox	?	i	i	i	i	i	i	.
Nrf2 activator	3.0%	-0.3%[9.22 µM]	0.4%	-0.2%	3.9%	0.7%	-0.1%	0.2%
HepG2 viability	-3%	-15%	-9%	2%	-1%	3%	-14%	-16%
Akt phos inh	i	i	i	i	i	i	i	.
TGFb inhibitor	12%	?	-15%	4%	1%	0%	3%	0%
CCT chaperon mod	-1.2	-2.3	-0.2	-1.3	0.6	-1.3	-2.1	.
Nrf2 block	1%	.	-11%	?	18%	-4%	?	?

# Three compounds picked at random from the list so far, as already listed:
11: N#Cc1c(NC(=O)COC(=O)c2ccc(S(=O)(=O)N3CCCC3)cc2)sc2c1CCCCC2
21: CC(C)(C)NC(=S)Nc1cccc(C(F)(F)F)c1
28: COc1ccc(CCNC(=S)Nc2cccc(C)c2C)cc1

Screen / compound no.	11	21	28
Mm-Cpn inhibitor	?	0%	0%
A549 tox	2%	-1%	7%
S2 tox	i	i	i
Nrf2 activator	0.2%	3.4%	-0.2%
HepG2 viability	0%	-23%	2%
Akt phos inh	i	i	i
TGFb inhibitor	8%	?	4%
CCT chaperon mod	1.5	2.3	-1.3
Nrf2 block	-1%	?	?

# (further entries)
33: C/C(CC(=O)N1CCN(C=O)CC1)=N\NC(=O)c1ccc([N+](=O)[O-])cc1
34: COCCCn1c(SCC(=O)Nc2ccc(OC)cc2)nc2c(sc3ccccc32)c1=O
35: COc1ncccc1C(=O)N1CCCC(N2CCN(c3cccc(Cl)c3)CC2)C1 (stereo not drawn)
36: NCCCC[C@H]1CNC(=O)C(=O)N1CCCCC1CCCCC1
37: Cn1cc(C(=O)Nc2ccc(Cl)c(Cl)c2)cn1
38: COc1ccccc1-c1csc(Nc2ccc(Oc3ccccc3)cc2)n1
39: CCOC(=O)Cn1c(C)nc2c(C(=O)OCC)sc(C)c2c1=O
40: CCC(C(=O)N1CCN(c2ccccc2)CC1)n1nc(C)c2sc3ccccc3c2c1=O (stereo not drawn)

Screen / compound no.	33	34	35	36	37	38	39	40
Mm-Cpn inhibitor	4%	.	-2%	0%	.	.	0%	.
A549 tox	9%	7%	4%	1%	-4%	.	5%	-4%
S2 tox	i	.	i	i	i	i	i	.
Nrf2 activator	0.0%	-0.4%	1.6%	-0.4%	4.2%	3.5%	-0.3%	0.1%
HepG2 viability	-3%	-15%	-6%	3%	-44%	-5%	-14%	0%
Akt phos inh	i	.	i	i	i	i	i	.
TGFb inhibitor	0%	-22%	-24%	5%	0%	?	20%	0%
CCT chaperon mod	1.0	.	-0.2	0.9	0.0	-0.9	-1.9	.
Nrf2 block	5%	.	8.2µM*	-1%	?	.	.	?

41: COc1cccc(OC)c1C(=O)N1CCN(Cc2ccc3c(c2)OCO3)CC1
42: COc1ccc(C(=O)OCC(=O)Nc2ccc3c(c2)OCCO3)c(OC)c1
43: CCOC(=O)C1CCCN(S(=O)(=O)c2ccc3c4c2CC(=O)N4CC(C)S3)C1 (stereo not drawn)
44: CCCCn1cc2c(c1-c1ccccc1Br)c(=O)n(C)c(=O)n2C
45: Cc1cc(OCC(=O)N[C@@H](CSCc2ccccc2)C(=O)O)c2c(C)c(C)c(=O)oc2c1
46: Cn1c(=O)c2c(-c3ccccc3)n3c(c2n(C)c1=O)C(c1ccco1)Nc1ccccc1-3 (stereo not drawn)
47: CCCCOc1cccc(C(=O)Nc2ccc(NC(=O)c3ccco3)cc2)c1

Screen / compound no.	41	42	43	44	45	46	47
Mm-Cpn inhibitor	1%	1%	-4%	.	1%	.	1%
A549 tox	0%	-1%	-3%	-3%	1%	11%	-9%
S2 tox	i	i	i	?	i	i	i
Nrf2 activator	-0.3%	-0.7%	9.4%	3.4%	-0.5%	5.1%	4.7%
HepG2 viability	19%	-14%	-101%	-17%	-2%	2%	3%
Akt phos inh	i	i	i	.	i	.	i
TGFb inhibitor	?	-1%	?	-7%	28%	1%	2%
CCT chaperon mod	-2.0	-1.8	0.1	.	-1.1	.	-2.0
Nrf2 block	9%	9%	10%	-18%	-7%	22%	?
